M1 ag: activates the M1 muscarinic receptor; CHO-M1 cells, Fluo-4 calcium fluorescence, agonist mode; stronger effect = higher value; 64,000 tested, 3% active; B-score at 10 µM; AID 626;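 active = fluorescence rise, raw or as B-score row- and column-corrected plate score, outside the 99.7% band of its plate's samples, either direction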
TNAP act DEA: human TNAP activation, intermediate phosphate acceptor; P05186; purified TNAP, CDP-star luminescence, 100 mM DEA, 30 min; stronger effect = higher value; scale: 0 levamisole-inhibited, 1 vehicle-only enzyme; activation factor at 20 µM; 64,000 tested, under 10 active; AID 813;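 active = activation factor of at least 2 at 20 µM, relative to controls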
S1P3 ag: activates the human S1P3 receptor | Q99500 | S1P3 NFAT-BLA reporter cells, agonism, FRET ratio; relative to 1 µM S1P, basal subtracted | activation, % at 4.5 µM | 60,000 tested, 0.1% active | AID 373;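 active = activation above the screen-wide mean plus 3 SD, cut at about 4.5% in these data, passing the limit was not always enough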; also: some compounds called inactive have numbers as strong as hits
Target sequence (Q99500 whole entry, looked up): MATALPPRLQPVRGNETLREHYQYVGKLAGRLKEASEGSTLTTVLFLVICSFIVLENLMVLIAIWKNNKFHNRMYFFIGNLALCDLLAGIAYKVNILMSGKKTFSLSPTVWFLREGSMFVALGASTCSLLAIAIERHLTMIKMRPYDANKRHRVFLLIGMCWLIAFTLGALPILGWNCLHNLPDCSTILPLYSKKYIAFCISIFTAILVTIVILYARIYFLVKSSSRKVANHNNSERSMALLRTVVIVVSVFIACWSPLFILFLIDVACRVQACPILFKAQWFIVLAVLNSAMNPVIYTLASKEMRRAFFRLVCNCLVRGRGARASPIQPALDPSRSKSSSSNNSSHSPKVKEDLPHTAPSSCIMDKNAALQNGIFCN
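Assay system: stable CHO line with human S1P3, Gα16, NFAT-BLA reporter; Detection: FRET β-lactamase substrate fluorescence, excitation 405 nm, 460/535 nm emission ratio, background-subtracted; Read-out: percent activation versus median 1 µM S1P response, basal-subtracted, per plate; Incubation: cells plated overnight, compound 4 h 37 °C, substrate 2 h RT.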
Jurkat tox 60K: cytotoxicity toward Jurkat cells; Jurkat E6.1 viability, ATP luminescence, 48 h; inhibition, % at 4 µM; 56,000 tested, 1.2% active;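 active = inhibition above the mean inhibition of all tested compounds plus 3 SD, cut at about 28% in these data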
HEK293 NFkB inh: inhibitors of the PMA/ionomycin-induced NF-kB reporter in HEK293 cells | HEK-293 NF-kB luciferase reporter, luminescence | inhibition, % at 3 µM | 62,000 tested, 0.21% active | AID 465;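 active = inhibition above the mean of all tested compounds plus 3 SD, cut at about 40% in these data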;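 also: 0% = stimulated DMSO wells and 100% = 10 µM reference inhibitor 5653914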
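System: NF-kB luciferase reporter HEK-293 cells | Replication: Single test | Control set: DMSO vs reference inhibitor | Evaluation: % inhibition | Schedule: 1 h pretreatment, 16 h stimulation, 37 °C | Probe or stimulus: PMA with ionomycin | Compound dosing: One dose, 3 µM | Detection: Luciferase luminescence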
M1 antag: blocks the rat M1 muscarinic receptor response to acetylcholine; AID 628; P08482; CHO-M1 cells, Fluo-4 calcium, ACh EC80 antagonist mode; stronger effect = lower value; B-score at 10 µM; 64,000 tested, 3.4% active;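 active = calcium fluorescence response, raw or row-and-column corrected B-score, differing from the plate sample mean either way at a set confidence level, mostly lower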
Target sequence (P08482 whole entry, looked up): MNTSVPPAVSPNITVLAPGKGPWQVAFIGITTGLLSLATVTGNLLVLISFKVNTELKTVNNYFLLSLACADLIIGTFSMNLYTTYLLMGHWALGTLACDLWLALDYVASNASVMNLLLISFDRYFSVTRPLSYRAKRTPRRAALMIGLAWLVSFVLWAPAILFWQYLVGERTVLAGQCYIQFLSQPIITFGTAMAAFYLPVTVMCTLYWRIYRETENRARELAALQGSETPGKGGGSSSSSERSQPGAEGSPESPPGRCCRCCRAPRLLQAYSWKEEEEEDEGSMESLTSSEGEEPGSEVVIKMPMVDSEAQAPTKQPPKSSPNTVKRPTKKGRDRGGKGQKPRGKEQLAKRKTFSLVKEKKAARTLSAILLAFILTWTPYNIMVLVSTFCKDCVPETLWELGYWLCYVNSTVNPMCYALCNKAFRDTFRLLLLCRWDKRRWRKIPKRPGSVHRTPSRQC
D1 allo mod: allosteric modulators of human D1 dopamine receptor | P21728 | HEK293 D1, CRE-luciferase, dopamine EC30 potentiation; actives deviate in either direction | B-score at 10 µM | 58,000 tested, 5.9% active;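 active = luminescence count or its row- and column-corrected plate score outside the 99.7% band of the plate's sample wells, on either side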
S1P1 ag-PAM: S1P1 (human) agonism or agonism potentiation; activation, % at 9.5 µM; 56,000 tested, 0.57% active; S1P1 CRE-bla cells, forskolin, beta-lactamase FRET, potentiator mode; S1P1 agonist co-added at EC20, 2 nM; 100% = saturating reference agonist, 0% = basal; P21453;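 active = activation above a cutoff set at the mean activation of all tested compounds plus 3 SD, cut at about 54% in these data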;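 also: forskolin at 4 µM as EC80 and the EC20 agonist is SEW2871; 100% = SEW2871 at its EC100 plus forskolin at EC80; some compounds past the cut are filed as inactive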
E coli RNAP: blocks E. coli RNA polymerase transcription | P0A8V2 | fluorescence transcription assay | inhibition, %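 (tested at 10 µM)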 | 62,000 tested, 0.2% active | AID 559; in the data active = inhibition above about 20%;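 also: 0% = enzyme without compound and 100% = no enzyme blank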
Starred values were filed as active, the others as inactive; / = not tested or not shown.

SMILES | M1 ag | TNAP act DEA | S1P3 ag | Jurkat tox 60K | HEK293 NFkB inh | M1 antag | D1 allo mod | S1P1 ag-PAM | E coli RNAP
COCCN(CC(=O)NCc1ccc(F)cc1)C(=O)CCC(=O)Nc1ccccn1 | -0.39 | 0.9 | 0.0 | -1 | 12 | 0.033 | / | -8 | 7
OC1CN=C2CCCc3c2n(c2ccc(Cl)cc32)C1 (configuration not stated) | -0.053 | 1 | -0.4 | -1 | 10 | 0.41 | -1.7 | -14 | 4
Cc1ccc(-n2ncc3c(=O)[nH]c(SCC(=O)N4CCOCC4)nc32)cc1 | 1.6 | 1.1 | -0.1 | 8 | 16 | -0.57 | 0.4 | 11 | 4
COc1ccc(N(CC(=O)Nc2ccc3c(c2)OCCO3)S(=O)(=O)c2cccnc2)cc1 | 0.88 | 0.9 | -0.5 | 2 | -17 | -0.46 | -0.15 | -8 | -1
Cc1cc(NS(=O)(=O)c2ccc(NC(=O)CCN3C(=O)c4ccccc4C3=O)cc2)no1 | -0.29 | 0.9 | -0.3 | -2 | 12 | -0.57 | / | / | /
N#CC1=C(C2CC2)CC(c2ccccc2)C(C#N)=C1N (configuration not stated) | 1.9 | 0.9 | 0.3 | 2 | -2 | 0.21 | -2 | -27 | 3
CCOC(=O)CSc1nnc(-c2cccc(Cl)c2)n1CC | -0.29 | 0.9 | 0.2 | 6 | 3 | 0.46 | 1.1 | 19 | 10
O=C(NCCc1ccccc1)c1ncn[nH]1 | -0.16 | 0.8 | 0.0 | -5 | 21 | 0.086 | -0.55 | 16 | 11
COc1cccc(-c2nn(C)c3sc(C(=O)NCc4ccccn4)cc23)c1 | 1.7 | 0.9 | -1.1 | 8 | 22 | -0.017 | -0.37 | -14 | -5
CC(NC(=O)c1cccc(C(F)(F)F)c1)C1CCCO1 (configuration not stated) | 0.086 | 0.9 | -0.8 | -1 | 13 | -0.47 | 0.016 | 4 | 2
Cc1c(N=C2SCC(=O)N2c2c(C)n(C)n(-c3ccccc3)c2=O)c(=O)n(-c2ccccc2)n1C | -0.77 | 0.8 | / | / | 8 | -0.15 | 1.1 | / | 7
Cc1cc(C)nc(SCCS(=O)(=O)Cc2ccccc2)n1 | -0.72 | 1 | -1.2 | 1 | 6 | 0.14 | 0.55 | -8 | 8
CCN(CC)CCCN(C(=O)c1cccs1)c1nc(-c2ccc(OC)cc2)cs1 | -1.4 | 0.9 | 0.8 | -1 | -4 | -5.3* | -1.9 | -14 | 11
O=C(c1ccccc1)c1ccc2nc(N3CCN(C(=O)c4ccco4)CC3)c3nncn3c2c1 | 2.8 | 1 | -0.4 | 21 | 18 | 0.071 | 0.047 | -14 | 6
NC(=O)CSc1nnc(COc2ccccc2)n1C1CCCCC1 | -0.12 | 0.9 | -0.9 | -9 | 3 | 0.53 | -0.028 | 2 | -1

4 records picked at random from those above:
SMILES | M1 ag | TNAP act DEA | S1P3 ag | Jurkat tox 60K | HEK293 NFkB inh | M1 antag | D1 allo mod | S1P1 ag-PAM | E coli RNAP
CCOC(=O)CSc1nnc(-c2cccc(Cl)c2)n1CC | -0.29 | 0.9 | 0.2 | 6 | 3 | 0.46 | 1.1 | 19 | 10
COCCN(CC(=O)NCc1ccc(F)cc1)C(=O)CCC(=O)Nc1ccccn1 | -0.39 | 0.9 | 0.0 | -1 | 12 | 0.033 | / | -8 | 7
O=C(c1ccccc1)c1ccc2nc(N3CCN(C(=O)c4ccco4)CC3)c3nncn3c2c1 | 2.8 | 1 | -0.4 | 21 | 18 | 0.071 | 0.047 | -14 | 6
N#CC1=C(C2CC2)CC(c2ccccc2)C(C#N)=C1N (configuration not stated) | 1.9 | 0.9 | 0.3 | 2 | -2 | 0.21 | -2 | -27 | 3

(further entries)
SMILES | M1 ag | TNAP act DEA | S1P3 ag | Jurkat tox 60K | HEK293 NFkB inh | M1 antag | D1 allo mod | S1P1 ag-PAM | E coli RNAP
CCn1c(O)c(C=NCCN2CCOCC2)sc1=S | 1.4 | 0.9 | 0.0 | -1 | 3 | 0.71 | -1.1 | -17 | 2
CC1=CS/C(=C(/C#N)C(=O)N2CCCCC2)N1c1ccccc1 | -0.91 | 1 | -1.1 | 6 | 2 | -0.13 | -0.44 | -22 | 3
CCOC(=O)c1cnn(CCOC(=O)C2CC2)c1NC(=O)C1CC1 | / | 0.9 | 0.4 | -7 | 10 | / | / | 6 | 2
CCCS(=O)(=O)N1CCN(Cc2ccccc2C(F)(F)F)CC1 | -0.72 | 1 | -0.5 | 6 | 15 | -0.38 | / | -6 | -2
CCCn1nnnc1SCC(=O)NCc1ccc(OC)cc1 | -0.41 | 1 | / | / | 9 | 0.26 | -0.27 | / | 6
COCCn1c(-c2ccccc2)nc2oc3ccccc3c(=O)c2c1=O | 2.4* | 1 | -0.6 | 7 | 12 | 0.066 | 0.5 | 13 | -1
O=C(COC(=O)C12CC3CC(CC(C3)C1)C2)NCc1ccco1 | -0.061 | 0.9 | / | / | 4 | -1.4 | 0.78 | / | 0
CCOC(=O)C(NC(C)=O)C(OC(C)=O)c1cccc(N(CCO)CCO)c1 (configuration not stated) | 1.2 | 0.9 | 0.8 | -5 | 8 | -0.1 | 0.09 | -20 | 4
CC(C)n1c(N2CCN(CC(=O)Nc3ccc4c(c3)OCCO4)CC2)nc2ccccc21 | 4* | 1 | -0.4 | 3 | 10 | -1.2 | 0.072 | -18 | /
CCOc1ccc(-c2[nH]ncc2Oc2ccccc2OCC)c(O)c1 | 0.81 | 1 | -0.7 | 1 | -1 | 0.21 | -0.35 | 8 | 10
Cc1ccsc1C1NC(=O)c2c(sc3c2CCN(C)C3)N1 (configuration not stated) | -0.018 | 0.6 | -0.4 | 8 | 13 | -0.059 | -0.88 | -22 | -4
CCn1c(SCC(=O)Nc2nccs2)nnc1-c1ccccc1 | 3.9 | 0.9 | -0.1 | -1 | 14 | -0.01 | -0.58 | -6 | 4
c1ccc(-c2noc(C3CCCCC3)n2)nc1 | -0.42 | 0.9 | -0.6 | 5 | -19 | 0.43 | -1.9 | 8 | -1
CCCN(CCC)S(=O)(=O)c1cc(Br)cc2c1N(C(=O)CC)CC2 | -0.047 | 0.9 | / | / | 10 | -0.32 | -0.78 | / | 5
Oc1c(C(c2ccco2)N2CCN(C(c3ccccc3)c3ccccc3)CC2)sc2ncnn12 (configuration not stated) | -0.41 | 1 | -2.2 | 5 | 15 | -3.4* | -0.012 | 57 | 4
CCOC(=O)c1ccc(NC(=O)CSc2nnc(COc3ccccc3OC)n2C)cc1 | 0.69 | 0.9 | -1.6 | 9 | 5 | 0.67 | 0.12 | / | 0
CC(C)=CC(=O)Nc1nnc(-c2cccnc2)s1 | 0.077 | 0.9 | 0.5 | -8 | 14 | 0.097 | -0.088 | -16 | -6
CC1CCN(c2nc(-c3ccco3)c3c(c2C#N)CC(C)(C)OC3)CC1 | 4.5* | 1 | -0.1 | 3 | 12 | 0.094 | 4.2 | -35 | -1
CC1=C(C(=O)OC2CCCC2)C(c2ccc(C)o2)C2=C(CC(c3cccs3)CC2=O)N1 (configuration not stated) | 0.9 | 0.9 | -1.7 | 8 | -2 | 0.068 | 0.24 | 14 | 8
CC1CCN(CCCNC(=O)Cc2c(C(=O)O)n(C)c3ccccc23)CC1 | -0.32 | 1 | -0.4 | -12 | 9 | -0.078 | 0.74 | -2 | 2
Cc1cc(NC(=O)CSc2nc(C3CCCCC3)nc3ccccc23)no1 | 0.22 | 0.9 | -1.3 | -4 | 30 | -0.014 | 3.6 | 3 | 10
CN1CCN(c2ccc(NC(=O)Cc3ccccc3)cc2)CC1 | 0.058 | 0.9 | -0.9 | 1 | -7 | -0.22 | / | / | /
COc1ccccc1CN1CC(C(=O)NC2CCCCC2)CC1=O (configuration not stated) | -0.26 | 1 | 1.4 | 0 | 10 | -0.13 | 0.013 | 13 | 10
CCOC(=O)CCCNC(=O)CCNC(=O)c1ccc(OC)cc1 | 1.9 | 1 | -1.4 | 1 | 7 | 0.26 | -1.3 | -28 | -10
Cc1cc(C)nc(SCC(=O)Nc2ncc3c(n2)CCCC3=O)n1 | -0.26 | 0.9 | 0.3 | -2 | 5 | -0.0088 | -0.12 | -11 | 4
CCN(CC)S(=O)(=O)N1CCC(C(=O)NCc2ccc(C)cc2)CC1 | 0.51 | 1 | -0.4 | 1 | 15 | 0.24 | 0.22 | -2 | 2
OCCNc1ncnc2c1ncn2Cc1ccccc1 | -1 | 0.9 | 0.3 | -4 | 2 | 0.17 | / | -13 | /
Cc1ccccc1Cn1ccc(NC(=O)c2nc3ncccn3n2)n1 | 0.71 | 1 | -0.6 | 6 | 11 | -0.3 | / | / | 2
CC(C)c1ccc(-c2nc3c([nH]2)c(=O)n(C)c(=O)n3C)cc1 | -0.4 | 0.9 | 3.7 | 0 | 3 | -0.29 | 0.28 | -19 | /
CN(C)c1ccc(CN2CCCCCC2)cc1 | / | 0.9 | -0.8 | 5 | 0 | / | 0.68 | -27 | -1
O=C(c1ccco1)[C@@H]1[C@@H]2C(=O)N(c3ccc(F)cc3)C(=O)[C@@H]2C2c3ccccc3C=CN21 (some centres not stated) | 3.8 | 0.9 | -0.5 | -2 | 8 | -0.11 | -0.52 | -2 | 9
O=C1CC(NCc2ccc3c(c2)OCO3)C(=O)N1CCc1ccccc1 (configuration not stated) | / | 0.9 | -1.1 | 3 | 6 | / | 0.096 | -11 | 2
CC(C(=O)N(C)C)N(C#N)c1nc(N(C)C)nc(N(C)C)n1 (configuration not stated) | 0.12 | 0.9 | -3.1 | / | / | 0.28 | -0.27 | -8 | /
COCCn1c(=NC(=O)CSC(C)=O)sc2cc(F)ccc21 | 0.015 | 0.9 | / | / | 16 | -0.37 | 3.3 | / | 8
O=C(Nc1ncc2c(n1)CC(c1ccco1)CC2=O)c1ccc(Cl)cc1 (configuration not stated) | -0.48 | 0.9 | -0.7 | -4 | 7 | 0.51 | -0.38 | -1 | 9
CCOc1ccc(C(C)=O)cc1Cn1nc(C(=O)O)c2ccccc2c1=O | 0.53 | 0.9 | 0.0 | -4 | 14 | -1.1 | 1.1 | -22 | 10
CC(CN1CCOCC1)OC(=O)c1ccc(Br)cc1 (configuration not stated) | 34* | 1.2 | -1.4 | -1 | 11 | -0.59 | / | -14 | 1
CCOC(=O)CNC(=O)CSc1ncnc2c1cnn2-c1ccc(Cl)cc1 | 0.016 | 1.1 | -0.3 | -8 | 8 | -0.41 | -0.76 | -9 | -6
CCC(=O)N1Cc2ccccc2-c2ccccc2C1=O | 0.42 | 0.9 | -1.0 | 10 | 17 | -0.32 | 0.63 | 10 | 14
CC(C)c1nnc(NC(=O)CN2C(=O)c3ccccc3C2=O)s1 | -0.0075 | 0.9 | -1.0 | -3 | 8 | 0.15 | 0.25 | / | 6
CCOc1cc2c(cc1C(C)(C)C)NC(=O)CS2 | 0.07 | 1 | -0.6 | 9 | 14 | -0.086 | / | -37 | 6
Cc1csc2nc(CNC(=O)C3CC=CCC3C(=O)O)cn12 (configuration not stated) | 0.97 | 0.9 | -1.3 | -13 | 4 | -0.2 | -0.018 | 2 | 4
COc1ccccc1N1CCN(c2nc(-c3ccccc3)cc(C(F)(F)F)n2)CC1 | 0.78 | 0.8 | / | / | 21 | -1.1 | / | / | 9
COc1ccc(-n2c(SCC(N)=O)nc3sc4c(c3c2=O)CCN(C)C4)cc1 | -1.1 | 0.9 | -1.6 | / | / | 0.51 | 0.46 | 0 | 9

Compound activity as filed in PubChem BioAssay.
